Screening data: PubChem BioAssay, The Scripps Research Institute Molecular Screening Center
TbREL1 inh – TbREL1 inhibition, primary screen. P86926. TbREL1 RNA ligation, FRET fluorescence. inhibition, % at 9.66 µM. 89,000 tested, 0.49% active. AID 1117264;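 active = inhibition above the mean inhibition across all screened compounds plus 3 SD, cut at about 11% in these data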;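 note: 0% = plate median of test wells and 100% = NSC42067 control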
Target sequence (P86926 whole entry, looked up): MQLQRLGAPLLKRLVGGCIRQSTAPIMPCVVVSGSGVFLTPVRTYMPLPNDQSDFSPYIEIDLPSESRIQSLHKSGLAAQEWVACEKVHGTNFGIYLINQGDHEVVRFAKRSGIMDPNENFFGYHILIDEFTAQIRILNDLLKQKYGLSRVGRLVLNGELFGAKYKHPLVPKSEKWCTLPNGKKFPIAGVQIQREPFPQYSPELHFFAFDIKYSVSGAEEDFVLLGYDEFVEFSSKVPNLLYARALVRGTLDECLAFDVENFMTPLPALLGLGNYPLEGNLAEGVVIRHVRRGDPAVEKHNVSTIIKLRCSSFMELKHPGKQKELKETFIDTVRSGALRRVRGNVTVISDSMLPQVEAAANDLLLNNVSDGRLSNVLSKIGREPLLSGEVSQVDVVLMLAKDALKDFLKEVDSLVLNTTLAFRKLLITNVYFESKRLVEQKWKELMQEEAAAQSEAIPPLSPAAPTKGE
An asterisk follows results filed as active.

The first 20 entries (preview)
For CC(=O)Nc1ccc(CN2C(=O)C(C)(C)ON=C2c2ccc(NC(C)=O)cc2)cc1 the results were TbREL1 inh 3.
Screening CC(=O)Nc1ccc(/C=N\NC(=O)c2cccc(S(=O)(=O)N(C)C)c2)cc1 returned TbREL1 inh 5.
Screening CCCOc1ccc(C(=O)NNC(=O)CCNC(=O)c2ccccc2Cl)cc1OC returned TbREL1 inh -3.
For O=C(NNC(=O)c1cc(-c2cccnc2)nc2ccccc12)Nc1ccc(Cl)cc1 the results were TbREL1 inh -5.
`CCCCOc1c(Br)cc(/C=N/O)cc1OCC` gave TbREL1 inh 7.
For CC(Oc1ccc(Cl)cc1)c1ccnn1S(=O)(=O)c1ccccc1 (configuration not stated) the results were TbREL1 inh 6.
Screening NS(=O)(=O)c1ccc(NC(=O)c2ccc(S(=O)(=O)N3CCOCC3)o2)cc1 returned TbREL1 inh -1.
Screening COC(=O)CNC(=O)C12CC3CC(C1)CC(c1ccc(C)cc1)(C3)C2 returned TbREL1 inh 5.
Screening O=C(NC(=S)Nc1ccc(F)cc1)C1CCCCC1 returned TbREL1 inh -5.
Cn1ccc2c(N3CCCC3)cc3c(c21)C1CCC3C1 (configuration not stated) was read as TbREL1 inh 1.
For Cc1ccc(C(C(=O)NCC2CCCO2)N(C(=O)c2snc(C(N)=O)c2N)c2ccccc2F)o1 (configuration not stated) the results were TbREL1 inh -1.
Screening CCn1c(SCC(=O)c2ccc(-c3ccccc3)cc2)nnc1-c1ccc(C(C)(C)C)cc1 returned TbREL1 inh 6.
O=C1CCc2cc(S(=O)(=O)Nc3ccc4c(c3)OCCO4)ccc2N1 was read as TbREL1 inh -3.
For CC(C)C(C)NC(=O)CSc1ccc(S(=O)(=O)N2CCOCC2)cn1 (configuration not stated) the results were TbREL1 inh -1.
For CCOC(=O)C1CCCN(C(=O)c2cc3c(-c4cccc(OC)c4)nn(C)c3s2)C1 (configuration not stated) the results were TbREL1 inh 0.
Screening Cc1ccc(C(=O)Nc2ncccc2C)cc1S(=O)(=O)N1CCOCC1 returned TbREL1 inh 0.
`CCc1ccc(C(=O)NC(C(=O)NCC2CCCO2)C(C)C)cc1` (configuration not stated) gave TbREL1 inh -2.
Screening O=C(CCCCn1c(=O)c2ccccc2n(CC(=O)NC2CCCC2)c1=O)NCc1ccco1 returned TbREL1 inh -2.
Screening COc1ccc(C(C)=O)cc1CN1C(=O)C(C)ON=C1c1ncccc1C (configuration not stated) returned TbREL1 inh 2.
`O=c1cc(CN2CCN(c3ccccc3F)CC2)c2cc(O)c(-c3ccccc3)cc2o1` gave TbREL1 inh 5.

The listing, from the first entry:
For CC(=O)Nc1ccc(CN2C(=O)C(C)(C)ON=C2c2ccc(NC(C)=O)cc2)cc1 the results were TbREL1 inh 3.
Screening CC(=O)Nc1ccc(/C=N\NC(=O)c2cccc(S(=O)(=O)N(C)C)c2)cc1 returned TbREL1 inh 5.
Screening CCCOc1ccc(C(=O)NNC(=O)CCNC(=O)c2ccccc2Cl)cc1OC returned TbREL1 inh -3.
For O=C(NNC(=O)c1cc(-c2cccnc2)nc2ccccc12)Nc1ccc(Cl)cc1 the results were TbREL1 inh -5.
`CCCCOc1c(Br)cc(/C=N/O)cc1OCC` gave TbREL1 inh 7.
For CC(Oc1ccc(Cl)cc1)c1ccnn1S(=O)(=O)c1ccccc1 (configuration not stated) the results were TbREL1 inh 6.
Screening NS(=O)(=O)c1ccc(NC(=O)c2ccc(S(=O)(=O)N3CCOCC3)o2)cc1 returned TbREL1 inh -1.
Screening COC(=O)CNC(=O)C12CC3CC(C1)CC(c1ccc(C)cc1)(C3)C2 returned TbREL1 inh 5.
Screening O=C(NC(=S)Nc1ccc(F)cc1)C1CCCCC1 returned TbREL1 inh -5.
Cn1ccc2c(N3CCCC3)cc3c(c21)C1CCC3C1 (configuration not stated) was read as TbREL1 inh 1.
For Cc1ccc(C(C(=O)NCC2CCCO2)N(C(=O)c2snc(C(N)=O)c2N)c2ccccc2F)o1 (configuration not stated) the results were TbREL1 inh -1.
Screening CCn1c(SCC(=O)c2ccc(-c3ccccc3)cc2)nnc1-c1ccc(C(C)(C)C)cc1 returned TbREL1 inh 6.
O=C1CCc2cc(S(=O)(=O)Nc3ccc4c(c3)OCCO4)ccc2N1 was read as TbREL1 inh -3.
For CC(C)C(C)NC(=O)CSc1ccc(S(=O)(=O)N2CCOCC2)cn1 (configuration not stated) the results were TbREL1 inh -1.
For CCOC(=O)C1CCCN(C(=O)c2cc3c(-c4cccc(OC)c4)nn(C)c3s2)C1 (configuration not stated) the results were TbREL1 inh 0.
Screening Cc1ccc(C(=O)Nc2ncccc2C)cc1S(=O)(=O)N1CCOCC1 returned TbREL1 inh 0.
`CCc1ccc(C(=O)NC(C(=O)NCC2CCCO2)C(C)C)cc1` (configuration not stated) gave TbREL1 inh -2.
Screening O=C(CCCCn1c(=O)c2ccccc2n(CC(=O)NC2CCCC2)c1=O)NCc1ccco1 returned TbREL1 inh -2.
Screening COc1ccc(C(C)=O)cc1CN1C(=O)C(C)ON=C1c1ncccc1C (configuration not stated) returned TbREL1 inh 2.
`O=c1cc(CN2CCN(c3ccccc3F)CC2)c2cc(O)c(-c3ccccc3)cc2o1` gave TbREL1 inh 5.
For CN1CC(=O)N(CC(=O)Nc2ccc(N(C)C)cc2)c2ccccc2C1=O the results were TbREL1 inh -6.
`COc1ccc(NC(=O)CN(C)C(=O)CCNS(=O)(=O)c2ccc(Br)cc2)cc1` gave TbREL1 inh 0.
`COc1ccc2oc(=O)c(C(=O)N3CCN(C(=O)c4ccccc4)CC3)cc2c1` gave TbREL1 inh 1.
Screening CCc1cc2c(SCC(=O)N3CCCC3=O)ncnc2s1 returned TbREL1 inh 0.
Screening COc1ccc(CCNC(=O)C2CCC(=O)N(CC3CCCCC3)C2)cc1 (configuration not stated) returned TbREL1 inh -2.
`O=C(Cn1cnc([N+](=O)[O-])n1)NCCc1ccccc1` gave TbREL1 inh -2.
Screening CS(=O)(=O)c1ccc2nc(NC(=O)C3CC(=O)N(c4ccc(F)cc4)C3)sc2c1 (configuration not stated) returned TbREL1 inh 2.
OCc1ccnc2oc3ccccc3c12 was read as TbREL1 inh 2.
O=C(Cc1ccccc1)Nc1nnc(-c2cccnc2)s1 was read as TbREL1 inh 0.
C=C1c2ccccc2NC(=O)N1c1ccc(C)cc1 was read as TbREL1 inh 0.
Screening Cc1c(NC(=O)CN(c2ccc(F)cc2)S(=O)(=O)c2ccccc2)c(=O)n(-c2ccccc2)n1C returned TbREL1 inh -5.
`COCCNC(=O)C(c1c[nH]c2ccccc12)N(C(=O)c1snc(C(N)=O)c1N)c1cccc(OC)c1` (configuration not stated) gave TbREL1 inh -4.
For O=C(COc1ccc(F)cc1)Nc1nnc(S(=O)(=O)N2CCCC2)s1 the results were TbREL1 inh 0.
For Cc1cn2c(-c3ccncc3)nnc2s1 the results were TbREL1 inh 0.
Screening COCCNC(=O)Cn1cnc2sc(C)c(S(=O)(=O)N3CCN(c4ccccc4OC)CC3)c2c1=O returned TbREL1 inh 1.
`CCN(CC)C(=O)c1cccc(NC(=O)c2ccccc2OCc2c(C)noc2C)c1` gave TbREL1 inh -2.
`CC(=O)c1ccc(NC(=O)c2ccc(-n3cnnn3)cc2)cc1` gave TbREL1 inh -1.
`O=C(CCc1nc(-c2ccccc2F)no1)NC1CCN(Cc2ccccc2)CC1` gave TbREL1 inh -2.
Screening CCCCn1c(N)c(N(CC(C)C)C(=O)CN2C(=O)NC3(CC(C)CC(C)(C)C3)C2=O)c(=O)[nH]c1=O (configuration not stated) returned TbREL1 inh -1.
`O=C(CCCN1C(=O)/C(=C\c2ccccc2)SC1=S)Nc1ccc(O)cc1` gave TbREL1 inh -1.
COc1cccc(C(=O)NC(C)CCc2ccccc2)c1 (configuration not stated) was read as TbREL1 inh -1.
Screening Nc1nc(CN2CCN(c3ccccn3)CC2)nc(Nc2ccc(F)cc2)n1 returned TbREL1 inh 1.
`CCOCCCNC(=O)C(NC(=O)c1cnccn1)c1ccc(OC)cc1` (configuration not stated) gave TbREL1 inh -2.
CC(=O)Nc1c2c(nn1-c1cccc(Cl)c1)CS(=O)C2 (configuration not stated) was read as TbREL1 inh -3.
`O=C(NCc1ccco1)C1CC(c2ccc(F)cc2)=NO1` (configuration not stated) gave TbREL1 inh 0.
Screening COC(=O)CNC(c1ccccc1)c1cc(C)ccc1NC(=O)c1cccc(Cl)c1 (configuration not stated) returned TbREL1 inh -1.
For Cc1ccc(S(=O)(=O)N2CCN(C(=O)CCN3C(=O)c4ccccc4C3=O)CC2)cc1C the results were TbREL1 inh -2.
`O=C(Nc1cccc(C(F)(F)F)c1)C1Cc2c(-c3ccc(Cl)cc3)ccnc2O1` (configuration not stated) gave TbREL1 inh 5.
Screening CC1(C)Oc2ccc(C(=O)NC3CCCC3)cc2NC1=O returned TbREL1 inh 0.
CCn1nc(CC(C)C)cc1C(=O)N1CCCC(Nc2ccc(OC)cc2)C1 (configuration not stated) was read as TbREL1 inh -2.
`CC(C)c1ccc(S(=O)(=O)N2CCN(CC(O)CN3CCOCC3)CC2)cc1` (configuration not stated) gave TbREL1 inh -1.
For COc1ccc(S(=O)(=O)N(C)CC(=O)NCc2ccco2)cc1OC the results were TbREL1 inh -1.
`Cc1ccccc1C(=O)N(C)[C@H]1C[C@H]2c3[nH]c4ccccc4c3CCN2C[C@H]1[C@H](C)O` gave TbREL1 inh -3.
Screening COc1ccc(C(CNC(=O)c2ccc3c(c2)OCCO3)N(C)C)cc1 (configuration not stated) returned TbREL1 inh -2.
`CSCC[C@@H](C(=O)NCCCCCCCCCCC(=O)N1CCN(C(=O)OC(C)(C)C)CC1)n1cc(CCO)nn1` gave TbREL1 inh -3.
For COc1cc(/C=C/C(=O)OCC(=O)N2CCCc3ccccc32)ccc1OC(F)F the results were TbREL1 inh 2.
For CCOC(=O)c1[nH]c2ccccc2c1NC(=S)Nc1cccc(C)c1C the results were TbREL1 inh 1.
Screening COc1ccc(CNC(=O)C/C(C)=N/NC(=O)COc2cccc(C)c2)cc1 returned TbREL1 inh 1.
CCOc1cc(/C=N/NC(=O)COc2ccc(Cl)cc2)ccc1OS(=O)(=O)c1ccccc1 was read as TbREL1 inh 7.
Screening COc1ccc(CNC(=O)C2CCCN(S(=O)(=O)c3c(C)nn(C)c3C)C2)cc1 (configuration not stated) returned TbREL1 inh -2.
For Cc1nc(N)sc1C(=O)N1N=N1 the results were TbREL1 inh -1.
For Cc1ccc(-n2c(SCc3c(Cl)cccc3Cl)nnc2-c2ccco2)cc1 the results were TbREL1 inh -1.
`COC(=O)C1=C(C)N(Cc2ccccc2C(F)(F)F)C(=NCc2ccc(OC)cc2)NC1c1cccc(Cl)c1` (configuration not stated) gave TbREL1 inh 19*.
Screening CC1(c2nnc(-c3cccc(Cl)c3)o2)CC(c2cccc([N+](=O)[O-])c2)=NO1 (configuration not stated) returned TbREL1 inh 1.
`O=C(Cc1ccccc1)NC(=S)Nc1cc(C(F)(F)F)ccc1Cl` gave TbREL1 inh 2.
Screening COc1ccccc1Cc1c(-c2ccc(OC)c(OC)c2)nc2ccc(C)cn12 returned TbREL1 inh -3.
For CC(=O)c1ccc(Nc2ccc([N+](=O)[O-])c3nonc23)cc1 the results were TbREL1 inh 0.
For Cc1ccc(S(=O)(=O)N2CCOCC2)cc1C(=O)NCc1ccccc1CN1CCCC1 the results were TbREL1 inh -1.
`Cn1c(=O)c2c(nc(Sc3nc4ccccc4n3CC(=O)N3CCCCC3)n2C)n(C)c1=O` gave TbREL1 inh 0.
`O=C1c2oc3ccccc3c(=O)c2C(c2cccc(O)c2)N1CCCN1CCOCC1` (configuration not stated) gave TbREL1 inh -1.
`O=C(Cn1cc2c(n1)CCCC2)N1CCc2ccccc21` gave TbREL1 inh 6.
Screening O=C1OCc2ccc(NC(=O)c3sccc3Cl)cc21 returned TbREL1 inh 1.
Screening CC1CCN(C(=O)COC(=O)/C=C/c2ccco2)CC1 returned TbREL1 inh -1.
CCN(CC)CC(=O)c1c[nH]c2ccccc12 was read as TbREL1 inh 0.
Screening O=C(CSc1ccc2nnc(CCNC(=O)c3ccccc3)n2n1)Nc1ccccc1 returned TbREL1 inh -1.
For COC(=O)c1c(NC(NC(C)=O)C(Cl)(Cl)Cl)sc2c1CCCC2 (configuration not stated) the results were TbREL1 inh 2.
For O=C(Cn1ccc2ccccc2c1=O)NCCC(=O)N1CCN(c2ccccc2)CC1 the results were TbREL1 inh -1.
For O=C(CNC1CCCCC1)Nc1ccc(S(=O)(=O)N2CCCCC2)cc1 the results were TbREL1 inh 1.
Screening Cc1ccc(C(=O)OCC(=O)NNC(=O)c2cccs2)c(O)c1 returned TbREL1 inh 0.
Cc1ccc(S(=O)(=O)n2cccc2C)cc1 was read as TbREL1 inh 3.
For COc1ccc(C(=O)N2CCOC2CNC(=O)C(=O)NCCc2ccccc2OC)cc1 (configuration not stated) the results were TbREL1 inh 1.
`Cc1ccc(NCCC#N)cc1C` gave TbREL1 inh 2.
For O=C(CSc1ccc(Br)cc1)N1CCN(S(=O)(=O)c2ccccc2)CC1 the results were TbREL1 inh 2.
`O=C(c1cc2ccccc2oc1=O)N1CCN(S(=O)(=O)c2ccccc2)CC1` gave TbREL1 inh -2.
For NS(=O)(=O)c1ccc(CCNC(=O)c2cc(-c3ccco3)nc3ccccc23)cc1 the results were TbREL1 inh -1.
For CCCCN(C)C/C(O)=C(\C#N)c1nc(-c2ccccc2)cs1 the results were TbREL1 inh -7.
For Cc1cccc(-c2cc3nc4c(c(NCc5ccco5)n3n2)CCCC4)c1 the results were TbREL1 inh 0.
`NC(=O)NC1CCCc2c1[nH]c1ccc(Cl)cc21` (configuration not stated) gave TbREL1 inh -1.
Screening CCCCCCCCN1C(=O)[C@H](CC(=O)NCCCC)C[C@@]2(C(=O)OC)CC(C)(C)CC=C12 returned TbREL1 inh 1.
`CCN(CC)S(=O)(=O)c1ccc(NC(=O)c2cc(C(=O)OC)cc([N+](=O)[O-])c2)cc1` gave TbREL1 inh 1.
`Cc1cc(C)cc(C(=O)N2CCCCC2)c1` gave TbREL1 inh 0.
Cn1c(-n2c(-c3ccco3)nc3ccccc3c2=O)nc2ccccc21 was read as TbREL1 inh 2.
`Cc1cc(C(=O)N(C)CC(=O)Nc2ccc(F)c(F)c2F)no1` gave TbREL1 inh 1.
`Cc1ccc(C2(c3ccccc3)NC(=O)N(CC(=O)NC3CCS(=O)(=O)C3)C2=O)cc1C` (configuration not stated) gave TbREL1 inh -1.
Screening CC(C)(C)Cc1cc(N)on1 returned TbREL1 inh -1.

This is a subset; count on the stated rates, not on these rows.
